Bioassay records deposited in PubChem by National Center for Advancing Translational Sciences (NCATS).
CBFb-RUNX1 inh: inhibitors of human CBF-beta and RUNX1 interaction. Potency, µM (series often up to 59.8 µM), for inactives: at the top dose activity, negative = inhibition, hits mostly inhibitors. Q01196+Q13951. 230,000 tested, under 10 active. AID 1477. AlphaScreen CBFb-His/RUNX1-biotin binding, biochemical; note: % of control where 0% means no effect
Target sequence (Q01196 whole entry, looked up): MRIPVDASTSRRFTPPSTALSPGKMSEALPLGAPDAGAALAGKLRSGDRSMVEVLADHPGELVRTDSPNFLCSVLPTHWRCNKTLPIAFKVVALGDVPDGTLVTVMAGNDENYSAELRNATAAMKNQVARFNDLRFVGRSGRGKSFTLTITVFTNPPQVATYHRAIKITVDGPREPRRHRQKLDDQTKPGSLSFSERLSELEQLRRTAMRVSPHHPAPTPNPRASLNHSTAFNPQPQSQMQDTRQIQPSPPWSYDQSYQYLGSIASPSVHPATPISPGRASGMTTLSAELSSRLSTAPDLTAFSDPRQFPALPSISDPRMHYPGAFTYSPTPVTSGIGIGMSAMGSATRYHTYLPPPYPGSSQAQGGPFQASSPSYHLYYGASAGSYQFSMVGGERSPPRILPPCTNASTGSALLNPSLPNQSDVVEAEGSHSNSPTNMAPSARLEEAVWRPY
Target sequence (Q13951 whole entry, looked up): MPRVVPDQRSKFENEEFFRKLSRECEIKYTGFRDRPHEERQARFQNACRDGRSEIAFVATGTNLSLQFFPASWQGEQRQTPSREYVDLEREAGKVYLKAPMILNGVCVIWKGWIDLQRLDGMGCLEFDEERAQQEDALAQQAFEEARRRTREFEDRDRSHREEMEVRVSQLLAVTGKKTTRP
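CBF-beta (His) and RUNX1 (biotin), 30 nM each; 20 min preassociation; + compound, 15 min; + beads 50 ng each (Ni, streptavidin), 90 min; RT; AlphaScreen read.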
Luc counter: counter-screen: inhibitors of Kinase-Glo firefly luciferase. Q27757. Kinase-Glo luciferase, ATP luminescence, 8 min. Potency, µM (highest dose often 38.3 µM), for inactives: at the highest dose activity change, negative = inhibition, usual class: inhibitors. hit rate 0.28% among 200,000; note: potency is the fitted concentration of half-maximal effect; % is set by controls: 0 for no effect and ±100 for the full control effect; nearly all actives have a fitted effect of over 60% in size
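Inhibition of Kinase-Glo luciferase light generation was assessed at 10 uM ATP in pH 7.2 imidazole buffer, with luminescence measured after eight minutes at ambient temperature.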
NPSR antagonist: blocks cAMP signaling of the human neuropeptide S receptor | Q6W5P4 | CHO-NPSR cells, cAMP TR-FRET, antagonist mode | Potency, µM (titrated, usually from 38.3 µM), inactives show at the highest dose activity change, negative = inhibition, actives largely listed as inhibitors | hit rate 1% among 220,000; note: potency is the fitted concentration of half-maximal effect; % is set by controls: 0 for no effect and ±100 for the full control effect; nearly all actives have a fitted effect of over 50% in size; many of its hits are not listed in these tables
Target sequence (Q6W5P4 whole entry, looked up): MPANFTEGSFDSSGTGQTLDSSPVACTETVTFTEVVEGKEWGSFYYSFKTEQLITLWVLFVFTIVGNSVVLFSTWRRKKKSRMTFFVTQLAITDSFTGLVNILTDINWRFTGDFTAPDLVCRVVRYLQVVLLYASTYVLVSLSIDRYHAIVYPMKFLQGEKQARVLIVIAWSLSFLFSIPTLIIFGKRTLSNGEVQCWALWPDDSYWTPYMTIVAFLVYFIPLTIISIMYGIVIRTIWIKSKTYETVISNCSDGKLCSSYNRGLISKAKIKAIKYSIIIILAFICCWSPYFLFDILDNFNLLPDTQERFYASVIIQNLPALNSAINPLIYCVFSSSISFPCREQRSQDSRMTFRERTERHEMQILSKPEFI
Lamin A splicing: LMNA splicing modulation. HeLa LMNA splicing GFP/RFP minigene ratio, 48 h. Potency, µM (top dose mostly 46.1 µM), inactives show at the top dose ratio change, negative = inhibition, hits mostly inhibitors. hit rate 0.01% among 200,000; active = well fitted inhibition curve with a large enough effect in the signal ratio, with a control signal flat, not every such curve was filed as active; inconclusive = small, poorly fitted or top-dose-only effect, or effect the other way, or a change in a side signal; the % refers to the signal ratio; note: potency is the fitted concentration of half-maximal effect; % is set by controls: 0 for no effect and ±100 for the full control effect
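Read-out is the ratio of GFP to DsRed2 object intensity, acquired by 488 nm laser-scanning cytometry on HeLa lamin A-EGFP minigene reporter cells. Compound incubation 48 hrs at 37 °C in Opti-MEM with 2% FBS; DMSO 0.5% final.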
Epigenetic derep: derepresses silenced GFP reporter in murine cells. murine LDR cells, GFP reporter derepression, 30 h. Potency, µM (top dose mostly 53.9 µM), for inactives: at the highest dose GFP activation, most hits filed as activators. hit rate 0.2% among 280,000; note: potency is the fitted concentration of half-maximal effect; % of control where 0% means no effect; nearly all actives have a fitted effect of over 60% in size
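Murine LDR cells bearing a silenced CMV-driven GFP reporter were exposed to compound for 30 h at 37 C. After PBS washes, GFP-positive cells (20-120 um objects) counted by laser-scanning microplate cytometry.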
HTT aggregate: reduces HttQ103-GFP aggregates in PC12 cells | PC12 HttQ103-GFP aggregates, Acumen cytometry, 40 h | Potency, µM (top dose mostly 46.1 µM), without a hit: at the highest dose activity change, negative = inhibition, hits mostly inhibitors | hit rate 1.1% among 220,000 | AID 1688; note: potency is the fitted concentration of half-maximal effect; % is set by controls: 0 for no effect and ±100 for the full control effect; nearly all actives have a fitted effect of over 60% in size
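Multiplexed with ATP-based cell death, this channel scores GFP aggregates in PC12 cells expressing inducible HTTex1-Q103-GFP. Induction used 100 nM tebufenozide; compounds were tested in concentration series.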
IMPase Li inh: membrane-permeable IMPase blocker, potentiated with lithium. CHO-M1 cells, IP1 TR-FRET (IP-One), carbachol + lithium. Potency, µM (series often up to 59.4 µM), for inactives: top-dose activity, negative = IMPase inhibition, usual class: inhibitors. hit rate 0.35% among 210,000. AID 1457;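 note: IP1 builds up when IMPase is blocked and the TR-FRET signal falls; potency is the fitted concentration of half-maximal effect; plate controls were basal vehicle for no effect and high inhibitor control for full effect; nearly all actives have a fitted effect of over 50% in size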
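Readout is a homogeneous TR-FRET IP1 immunoassay (Ex 320, Em 665 and 620), where raised cytosolic IP1 lowers signal. Cells were CHO-M1 treated 30 min at 37C with test compounds plus a little lithium; AC50 values came from Hill-equation fitting.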
* hit, by the source's call; ? = inconclusive; . = no result given; & = joins results of further samples; [ ] = dose if it differs, or a comment. Unless noted, calls come from the whole dose curve; as a rule, active = well fitted curve in the direction sought with a large enough effect; inconclusive = small, poorly fitted or top-dose-only effect, or another doubt; inactive = no such curve, though single readings can be large; an effect the other way counts as inactive or inconclusive. This is a subset (hit frequency here may not be typical).

cpd | SMILES | HTT aggregate | Epigenetic derep | NPSR antagonist | IMPase Li inh | Luc counter | CBFb-RUNX1 inh | Lamin A splicing
1 | CCCNC(=S)N1CCN(CC)CC1 | 5.3% | 1.0% | 11.0% | -1.7% | -4.4% | 2.7% | -2.8%
2 | Cc1ccc(-c2nnn(CC(=O)N(CC3CCCO3)C(C(=O)NC3CCCCC3)c3ccc(F)cc3)n2)o1 (stereo not drawn) | -3.6% | 0.0% | -18.5%[46.1 µM] | 23.9%[38.3 µM] | 2.4% | -1.1% | 19.1%
3 | Cc1c(NC(=O)/C(C#N)=C/c2ccc(-c3ccccc3Cl)o2)c(=O)n(-c2ccccc2)n1C | -7.9% | 0.0% | -4.3% | 3.5% | -3.1% | -18.0% | ?
4 | O=C(/C=C\c1ccc2c(c1)OCO2)NC1(C(=O)Nc2ccc3c(c2)OCCO3)CCCCC1 | -12.6% | -1.0% | -17.1% | -4.0% | 2.3% | 0.1% | ?
5 | Cn1c(CNc2cccc(Cl)c2)nnc1SCC(=O)OC1CCCCC1 | 4.2% | -1.6% | -26.6%[46.1 µM] | -2.0%[38.3 µM] | 10.8% | 0.8% | -1.4%
6 | Cc1nn(CCOc2ccccc2)c(=O)n1-c1ccc(F)cc1 | 5.7% | 1.1% | -1.2%[46.1 µM] | 1.7%[38.3 µM] | -1.0% | 3.4% | -3.1%
7 | CCCCCC(=O)N/N=C(\C)c1ccccn1 | ? | 0.9% | -29.2%[46.1 µM] | -6.3% | 8.0% | 14.0% | ?
8 | COc1ccc(-c2cc(C(=O)N3CCOCC3)c3cc(C)ccc3n2)cc1 | -2.6% | 5.7% | -7.3%[46.1 µM] | -0.2%[38.3 µM] | 1.4% | 7.4% | -1.4%
9 | Cc1ccc2nc(Cl)c(/C=N/Nc3nc(C)cc(C)n3)c(=O)n2c1 | -16.5% | 4.5% | -43.6% | 9.4% | -0.4% | ? | ?
10 | CCC(=O)c1ccc(OCC(O)CN2CC(C)OC(C)C2)cc1 (stereo not drawn) | 14.1% | -0.7% | -1.9%[46.1 µM] | -10.3%[38.3 µM] | 0.8% | 4.3% | ?
11 | CN(Cc1cnccn1)Cc1nc(Cc2ccccc2F)no1 | 9.0% | 3.1% | -15.5% | . | . | ? | .
12 | O=C(CN1CCN(c2ccccc2)CC1)Nc1ccc(-n2cnnn2)cc1 | -5.6% | 0.9% | -6.0%[46.1 µM] | 16.4%[38.3 µM] | -1.7% | -3.4% | 9.8%

Arranged by the number under Lamin A splicing (lowest first): three of the compounds above
item	molecule	Lamin A splicing
1	CCCNC(=S)N1CCN(CC)CC1	-2.8%
12	O=C(CN1CCN(c2ccccc2)CC1)Nc1ccc(-n2cnnn2)cc1	9.8%
2	Cc1ccc(-c2nnn(CC(=O)N(CC3CCCO3)C(C(=O)NC3CCCCC3)c3ccc(F)cc3)n2)o1 (stereo not drawn)	19.1%

Additional compounds.
cpd | SMILES | HTT aggregate | Epigenetic derep | NPSR antagonist | IMPase Li inh | Luc counter | CBFb-RUNX1 inh | Lamin A splicing
13 | CCC(C)C(NC(=O)C1CCC(C)CC1)C(=O)Nc1cc(OC)ccc1OC (stereo not drawn) | 2.8% | -6.1% | -15.2%[46.1 µM] | -6.5%[38.3 µM] | -3.3% | -2.4% | -2.2%
14 | O=c1oc(-c2ccc([N+](=O)[O-])cc2)nc2ccc(O)cc12 | 9.2% | -1.5% | -19.9% | 5.2% | -16.2% | -12.1% | .
15 | COCCn1c(SCC(=O)Nc2ccc(C)cc2)nc2c(oc3ccccc32)c1=O | -22.8% | -1.0% | 29.2% | ? | 2.7% | -3.0% | -3.9%
16 | CCOc1ccccc1NC(=O)c1ccc(S(=O)(=O)N(C)C)cc1 | 5.6% | -2.5% | -13.3%[46.1 µM] | 61.4%[activator][38.3 µM] | -1.6% | -18.0% | 3.4%
17 | Cc1ccc(-n2c(SCC(=O)NC3CCS(=O)(=O)C3)nc3ccccc3c2=O)cc1 (stereo not drawn) | -2.6% | -1.3% | -1.4% | 1.7% | -4.4% | 5.2% | ?
18 | COc1ccccc1CNC(=O)CSc1ccc(-c2ccccn2)nn1 | -20.1% | -1.2% | 9.1% | 0.5% | 1.1% | . | .
19 | Cc1noc(C)c1COC(=O)Cc1ccc(Br)cc1 | 3.1% | 1.1% | -7.9% | 5.1% | 1.1% | 11.5% | 10.7%[46 µM]
20 | O=C(CCCn1c(=O)[nH]c2ccsc2c1=O)N1CCN(Cc2ccc3c(c2)OCO3)CC1 | -7.5% | 1.0% | -19.0% | -1.2% | 0.2% | -0.9% | -9.8%
21 | COc1nnnc2c1sc1nc(N3CCOCC3)c3c(c12)CC(C)(C)OC3 | -1.3% | -13.2% | -3.1%[46.1 µM] | . | . | 1.1% | 4.0%
22 | Cc1cc(S(=O)(=O)NCC(C)C)ccc1OCC(=O)NCC1CCCO1 (stereo not drawn) | 0.7% | -2.6% | 15.6% | -7.8% | -2.1% | 6.2% | 4.1%
23 | Nc1ccc(-c2n[nH]c(=O)c3ccccc23)cc1N | -13.1% | -2.1% | -12.8%[46.1 µM] | 24.7%[38.3 µM] | -1.5% | -11.5% | -6.1%
24 | Cc1cc(N2CCN(c3cccc(C)c3C)CC2)nc(-c2ccccc2)n1 | -2.7% | -1.1% | -6.9%[46.1 µM] | 7.0% | 0.3% | 8.8% | ?
25 | CCOC(=O)c1ccc(Cl)c(NC(=O)c2cccnc2)c1 | -19.7%[9.22 µM] | 2.1% | -3.3% | 1.7% | 4.4% | 3.7% | .
26 | Cc1nc2ccccc2n1CCN1CCOCC1 | 16.7% | -1.3% | 6.5% | 3.1% | 5.7% | -0.6% | ?
27 | CCOCCCNC(=O)c1ccc2c(c1)N=C(CC)c1cc(Br)ccc1S2 | ? | 3.2% | 5.1% | 25.6% | 0.4% | 2.7% | .
28 | COc1ccc(C2/C=C\CN(C(=O)OCc3ccccc3)CC(=O)N2Cc2ccc(F)cc2)cc1 (stereo not drawn) | -10.2%[9.22 µM] | 2.8% | -14.6% | . | . | 3.8%&11.1% | .
29 | COc1ccc(C(C(=O)NC2CCCCC2)N(C(=O)CCCC(=O)Nc2ccccn2)c2ccc3c(c2)OCCO3)cc1 (stereo not drawn) | -7.5% | 1.8% | ? | 8.7%[38.3 µM] | -2.1% | -0.3% | 7.3%
30 | Cc1nnc2n(C3CCCCC3)c(=O)c3c4c(sc3n12)COC(C)(C)C4 | -5.1% | -1.1% | -0.7%[46.1 µM] | -7.0%[38.3 µM] | -3.6% | -1.3% | 15.2%
31 | O=C(CCCN1C(=O)c2cccc3cccc(c23)C1=O)Nc1nccs1 | -2.7%[9.22 µM] | -1.9% | -0.1% | . | . | 12.3% | .
32 | CCN(C(=O)C1CCN(S(=O)(=O)c2ccc3c(c2)oc(=O)n3C)CC1)c1cccc(C)c1 | -14.3% | -2.7% | -18.1%[46.1 µM] | -2.1%[38.3 µM] | 0.1% | -7.1% | -5.2%
33 | COc1ccc(-c2nsc3c(N4CCCC4)ncnc23)cc1 | -11.4% | -3.4% | -29.9%[7.67 µM] | -7.0%[38.3 µM] | -5.1% | 6.1% | 0.1%
34 | CC(C)c1ccc(/C=C/C(=O)Nc2nn[nH]n2)cc1 | -16.5% | 0.0% | -18.0% | -0.1% | 2.7% | -19.1% | ?
35 | Cc1cc(N/N=C/c2ccccc2Br)nc2ccccc12 | ? | -1.1% | -29.8% | 18.7% | 5.1% | 4.7% | ?
36 | S=c1[nH]ncn1-c1ccccn1 | ? | 1.1% | -5.6%[46.1 µM] | 13.7%[38.3 µM] | -0.4% | 7.4% | 4.7%
37 | Cc1ccc(CNC(=O)c2ccc(CN3CCOCC3)cc2)cc1 | -6.0% | -1.0% | 3.4%[46.1 µM] | ? | -4.9% | 0.2% | 0.9%
38 | O=C(O/N=C1/CCCc2occc21)c1ccccc1 | 1.2% | -1.0% | -3.1%[46.1 µM] | -7.0%[38.3 µM] | ? | -1.9% | 8.5%
39 | COc1ccc(C2Nc3ccccc3C(=O)N2NS(C)(=O)=O)cc1OC (stereo not drawn) | 3.8% | -3.5% | 7.1% | -5.8% | 0.0% | 6.4% | 13.4%[46 µM]
40 | C=CCn1c(SCc2ccccc2)nnc1-c1cccnc1 | 9.1% | -1.1% | -12.7%[46.1 µM] | 1.5%[38.3 µM] | 2.9% | 1.6% | 2.2%
41 | CCOCCOC(=O)COC(=O)c1ccccc1NC(=O)c1ccccc1 | 6.0% | 1.0% | -1.5% | 10.9% | 2.0% | -4.1% | -3.0%
42 | CCc1cc(C(=O)NNC(=S)NC(C)c2ccccc2)cs1 (stereo not drawn) | 17.8µM* | 6.9% | -7.5%[46.1 µM] | 22.8%[38.3 µM] | -4.7% | -2.4% | ?
43 | CCNc1nc(Oc2ccc(C(=O)OCC)cc2)nc(SC)n1 | -1.0% | 1.0% | -23.8%[46.1 µM] | 3.3%[38.3 µM] | 1.6% | 8.0% | ?
44 | COc1ccc(CCNC(=O)C2CC(=O)N(CCc3ccccc3)C2)cc1OC (stereo not drawn) | 11.6%[9.22 µM] | 2.8%&0.0% | -1.6% | 0.5% | -1.3% | 14.7% | 13.4%[46 µM]
45 | Cc1cc(C)nc(N2CCN(C(=O)CCC(=O)Nc3nnc(CC(C)C)s3)CC2)n1 | 13.8%[9.22 µM] | 5.7% | 7.6% | . | . | 5.7% | .
46 | Cc1sc(NC(=O)CSc2ncn(-c3ccccc3)n2)nc1-c1ccccc1 | -10.0% | -1.2% | -26.5%[46.1 µM] | 15.0% | -2.9% | -3.3% | 7.6%
47 | O=c1c2ccccc2nc(SCc2nnc(-c3ccccc3)o2)n1-c1ccc(F)cc1F | ? | -2.9% | ? | -2.5%[38.3 µM] | -7.1% | 3.9% | -6.4%
48 | COc1ccc(N2CCN(C(=O)Nc3ccccc3Cl)CC2)cc1 | 5.0%[9.22 µM] | 5.8%&0.0% | 2.5% | 11.8% | 2.2% | ? | ?
49 | O=C(c1cc(COc2ccc(F)cc2F)on1)N1CCSCC1 | 22.6%[9.22 µM] | -1.1% | 10.1% | -3.4% | 1.0% | 16.9% | .
50 | O=C(Cn1nc(-c2ccccc2)ccc1=O)NCCN1CCN(Cc2ccccc2)CC1 | 1.0% | -4.0% | -22.6%[46.1 µM] | 10.6% | 3.1% | 11.5% | -8.1%
51 | COc1ccccc1NC(=O)Cn1ncc2c1-c1ccccc1OC2 | -25.8% | -0.8% | -18.7%[46.1 µM] | 19.1%[38.3 µM] | 4.2% | 14.3% | -15.6%
